Source: PubChem BioAssay (several laboratories)
Keap1-Nrf2 PPI: inhibitors of human Keap1-Nrf2 protein-protein interaction | 0.15% of 340,000 active | Q14145 | inhibition, % at 9.4 µM | Keap1 Kelch-Nrf2 peptide fluorescence polarization, 1536-well; in the data active = inhibition above about 12%; inconclusive = no clear call, values can overlap the other calls; inactive = below about 7.3%;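 also: human Keap1 Kelch domain with fluorescein labeled Nrf2 9mer peptide probe; 0% = neutral control wells and 100% = peptide positive control; higher means more block of Keap1 binding to Nrf2 peptide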
PKA-R2B act: activators of human PKA-R2B complex | P22694+P31323 | PKA-R2B holoenzyme dissociation, Cy5-IP20 fluorescence polarization; R2B truncated from residue 108, S112A mutant; 0% DMSO only, 100% 113 µM cGMP | activation, % at 11.4 µM | 0.079% of 340,000 active;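 active = activation above a cutoff set at the mean over all compounds plus 3 SD, cut at about 18% in these data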;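 also: higher means more holoenzyme dissociation and a rise in polarization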
LANA DNA inh: blocks KSHV LANA C-terminal domain binding to DNA | 0.078% of 340,000 active | MBP-C-LANA/FAM-LBS DNA binding, fluorescence polarization | inhibition, % at 9 µM;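 active = highest replicate inhibition at or above 60% at 9 µM, even if other replicates fall short; inactive = all replicates below 60% inhibition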;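 also: 0% = neutral control wells and 100% = 4 µM acridine orange control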
Cardiac RTF inh: cardiac RTF calcium desensitization | P19429+P45379 | inhibition, % at 7.15 µM | IANBD-labeled cardiac RTF, Ca2+ fluorescence | AID 493244 | 0.12% of 340,000 active;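 active = inhibition above the mean inhibition of all tested compounds plus 3 SD, cut at about 17% in these data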;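 also: assay run at fixed EC70 calcium of 1.6 mM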
CAL PDZ FP-1: CAL PDZ (human) peptide binding inhibition; Q9HD26; purified CAL PDZ, TMR-peptide fluorescence polarization, 1 h; inhibition, % at 24.9 µM; 0.92% of 300,000 active; AID 602252;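 active = mean inhibition of at least 30% with at least half of replicates also reaching 30%; inconclusive = no clear call, values can overlap the other calls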;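 also: 0% = DMSO neutral control and 100% = excess unlabeled competitor peptide PRC23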
CAL PDZ FP-2: blocks peptide binding to human CAL PDZ domain; 0.02% of 330,000 active; inhibition, % at 20 µM; AID 504414; purified CAL PDZ, TMR-peptide fluorescence polarization, 1 h;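 active = highest replicate inhibition of at least 40%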;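 also: plate controls were DMSO neutral control wells for no effect and unlabeled competitor peptide control wells for full effect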
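Material: tagged CAL PDZ protein CerCALP, purified; buffer or medium: sodium phosphate/NaCl buffer pH 7.4 with TCEP, IgG, Thesit; also added: fluorescent TMR peptide probe; schedule: 1 h incubation at room temperature before polarization reading; technique: fluorescence polarization from S- and P-plane intensities, G-factor corrected; control set: unlabelled peptide and DMSO controls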
Rtt109 Vps75: inhibitors of Candida albicans Rtt109/Vps75 histone acetyltransferase | Q5AAJ8 | purified Rtt109/Vps75, ThioGlo CoA-SH fluorescence, 4 h | inhibition, % at 34.9 µM | 0.16% of 330,000 active | AID 540336;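 active = inhibition of at least 50% in every replicate; inconclusive = best replicate reaches 50% inhibition but some replicates fall short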
Target sequence (Q5AAJ8 whole entry, looked up): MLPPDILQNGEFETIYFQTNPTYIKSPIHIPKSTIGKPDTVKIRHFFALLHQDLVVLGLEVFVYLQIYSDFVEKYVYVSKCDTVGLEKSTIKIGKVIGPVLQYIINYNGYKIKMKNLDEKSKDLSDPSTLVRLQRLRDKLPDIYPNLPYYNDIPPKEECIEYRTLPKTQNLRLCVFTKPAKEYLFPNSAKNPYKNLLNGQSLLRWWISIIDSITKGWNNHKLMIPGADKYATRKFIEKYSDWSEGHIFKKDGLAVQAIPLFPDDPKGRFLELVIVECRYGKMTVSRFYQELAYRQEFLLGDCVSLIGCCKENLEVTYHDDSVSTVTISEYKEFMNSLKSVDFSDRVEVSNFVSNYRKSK
SR-BI uptake up: activators of SR-BI mediated HDL lipid uptake; CHO ldlA[mSR-BI] cells, DiI-HDL uptake fluorescence, 3 h; 100 = double the neutral-control signal; activation, % at 12.5 µM; 0.096% of 320,000 active;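 active = mean replicate activation of at least 60% and every replicate at or above 60%; inconclusive = mean or all-replicate condition met, but not both; inactive = mean below 60% and not all replicates reaching 60%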;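 also: 0% = median plate neutral-control signal and 100% = twice that signal; values of inactives mirror those of a sister screen read the other way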
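System: CHO ldlA[mSR-BI] cells / Medium: HEPES-buffered (25 mM, pH 7.4) F12 plus 0.5% BSA / Probe or stimulus: labelled HDL, 10 µg/mL / Doses: single compound concentration, delivered by pin transfer / Schedule: 3 h, 37 °C / Measured by: DiI fluorescence, bottom read / Measure: cell-associated DiI fluorescence as measure of HDL uptake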
RTF Ca sens act: increases calcium sensitivity of human cardiac regulated thin filaments; activation, % at 7.2 µM; 0.24% of 340,000 active; IANBD-labeled TnC RTF fluorescence at EC20 calcium; 0% EC20 calcium, 100% full calcium; P19429+P45379;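 active = activation above the mean over all tested compounds plus 3 SD, cut at about 30% in these data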;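 also: rise in fluorescence read as greater calcium sensitivity of cardiac thin filaments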
DAGLB inh: diacylglycerol lipase beta (human) inhibition. HEK293T DAGLB membrane lysate, EnzChek fluorogenic substrate. inhibition, % at 5.17 µM. 0.059% of 340,000 active; in the data active = inhibition above about 34%;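 also: 0% = enzyme with vehicle and 100% = wells lacking enzyme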
Target sequence (Q8NCG7 whole entry, looked up): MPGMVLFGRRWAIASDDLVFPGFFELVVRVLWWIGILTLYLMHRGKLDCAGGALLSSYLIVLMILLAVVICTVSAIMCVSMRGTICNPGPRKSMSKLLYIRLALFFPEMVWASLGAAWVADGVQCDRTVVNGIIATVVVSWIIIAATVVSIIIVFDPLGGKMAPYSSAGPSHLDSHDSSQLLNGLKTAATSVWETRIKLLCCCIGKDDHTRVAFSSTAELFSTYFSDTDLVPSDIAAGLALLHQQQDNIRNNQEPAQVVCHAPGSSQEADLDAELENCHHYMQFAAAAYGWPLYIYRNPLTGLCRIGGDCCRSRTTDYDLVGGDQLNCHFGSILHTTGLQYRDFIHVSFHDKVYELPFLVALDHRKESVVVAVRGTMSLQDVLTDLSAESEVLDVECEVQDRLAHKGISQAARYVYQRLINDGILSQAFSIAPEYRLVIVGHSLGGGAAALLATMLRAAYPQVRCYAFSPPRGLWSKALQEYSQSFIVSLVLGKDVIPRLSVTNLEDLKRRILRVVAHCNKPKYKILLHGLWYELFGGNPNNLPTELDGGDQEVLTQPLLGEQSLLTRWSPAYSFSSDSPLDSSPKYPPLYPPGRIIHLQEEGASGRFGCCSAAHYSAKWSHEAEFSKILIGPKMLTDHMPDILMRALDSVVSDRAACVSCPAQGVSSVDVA
Numbers without * were called inactive; ? = inconclusive; . = no result given. This is a random part of the collection (roughly 1.6% active in at least one column).

item | Molecule | Keap1-Nrf2 PPI | PKA-R2B act | LANA DNA inh | Cardiac RTF inh | CAL PDZ FP-1 | CAL PDZ FP-2 | Rtt109 Vps75 | SR-BI uptake up | RTF Ca sens act | DAGLB inh
1 | COc1ccc(NC(=O)C2CCCN(S(=O)(=O)c3cccs3)C2)cc1OC (stereo unspecified) | -3 | 1 | 2.2 | -6 | -1 | -0.3 | 8 | -18 | 11 | 0
2 | Cc1cc2cc(C)c3nnc(SCc4ccccn4)n3c2cc1C | 0 | 1 | 3.6 | 3 | 0 | -0.7 | 1 | -2 | -5 | -3
3 | Cc1ccnc(NC(=O)c2ccc(S(=O)(=O)N3CCC(C)CC3)cc2)c1 | 0 | -13 | 0.3 | -9 | -2 | -2.9 | 10 | -11 | -6 | -3
4 | CC1(C)NC(=O)N(CC(=O)N2CCN(c3cccc(C(F)(F)F)c3)CC2)C1=O | 4 | -11 | 0.9 | -3 | 1 | -1.9 | -9 | -14 | 0 | -2
5 | Cc1ccc(C2N3CC4([N+](=O)[O-])CN2CC([N+](=O)[O-])(C3)C4(C)C)cc1 (stereo unspecified) | -2 | 2 | 1.1 | -8 | 4 | -1.4 | -4 | 6 | -5 | 2
6 | COc1cccc(NC(=O)CN(C)C(C)C(=O)Nc2ccc(C#N)cc2)c1 (stereo unspecified) | 5 | -3 | 0.0 | 16 | 7 | -2.9 | -5 | -7 | -2 | -3
7 | NC(=O)c1nsc(C(=O)N(Cc2cccnc2)C(C(=O)NCc2ccccc2)c2ccc(O)cc2)c1N (stereo unspecified) | -1 | -8 | 1.4 | -3 | -2 | -1.6 | -3 | 4 | -2 | -1
8 | CCC(CC)C(=O)Nc1cccc(C(=O)Nc2ccc(S(N)(=O)=O)cc2)c1 | -1 | -10 | 0.4 | -4 | 8 | -2.7 | 13 | -39 | 0 | -5
9 | CCOC(=O)N1CCC(NC(=O)CSCc2nc(-c3sccc3C)oc2C)CC1 | -11 | 0 | -0.8 | -5 | . | -0.9 | -37 | -20 | 2 | 1
10 | COc1ccc2[nH]c(=O)c(CN(Cc3cccnc3)C(=O)Nc3ccccc3)cc2c1 | -5 | 5 | 0.3 | -3 | -8 | -3.2 | 0 | 4 | 4 | 1
11 | CCN(CC)CCC(C)OC(c1ccccc1)c1ccccc1 (stereo unspecified) | 1 | 5 | -0.3 | -12 | -2 | -3.4 | 1 | 23 | 6 | 2
12 | COc1cc(C(=O)OCCC(C)C)cc(OC)c1O | -1 | -10 | -0.4 | -6 | -5 | -1.4 | . | 17 | -6 | -5
13 | O=C(Cc1cccc2ccccc12)Nc1cc(C(=O)O)cc(C(=O)O)c1 | -1 | -1 | -3.0 | -10 | 44* | -0.6 | 0 | 11 | 2 | 1
14 | O=C(CCNC(=O)c1ccccc1Cl)NCCCSc1ccccc1 | -1 | 1 | 1.1 | -5 | 0 | -0.8 | -4 | 10 | 2 | -2
15 | Cc1ccc(C(=O)N2CCN(c3ccc(C(F)(F)F)cn3)CC2)c(C)c1 | -4 | -1 | -0.1 | 2 | -3 | 0.3 | 1 | 16 | -6 | -9
16 | Cc1cc(C)nc(N/N=C/c2ccccc2OCC(=O)O)n1 | 0 | -13 | 0.0 | -10 | 0 | -1.1 | -2 | 20 | 5 | -2
17 | C=CCNc1nc2ccccc2nc1NS(=O)(=O)c1ccc(Br)cc1 | 4 | -1 | -1.9 | -2 | -2 | 0.3 | -8 | -1 | -2 | 11
18 | CN(C)c1ccc(/C=N/NC(=O)c2ccccc2O)o1 | 0 | -10 | 0.9 | -19 | -3 | -2.8 | 9 | 17 | 3 | 1
19 | CC(C)n1nnc(-c2ccc(OCc3ccccc3F)cc2)n1 | -4 | -3 | -1.0 | 0 | -3 | -1.4 | 6 | -3 | 1 | -9
20 | COc1cc(CNCc2ccccc2)cc(Cl)c1OC | -3 | 5 | -1.1 | -5 | 3 | -0.6 | -2 | . | 1 | -3
21 | Cc1ccc(S(=O)(=O)N2CCCCC2)cc1NC(=O)COC(=O)C1=COCCO1 | -4 | -1 | -0.3 | -2 | 2 | -2.4 | 7 | 12 | 4 | -1
22 | O=C(COC(=O)c1ccc(O)cc1O)NC1CC1 | -3 | 2 | -1.0 | -3 | -1 | -1.1 | -3 | -4 | -1 | 1
23 | O=C(NN=C1c2ccccc2-c2ccccc21)c1ccccn1 | -2 | 7 | 0.7 | 1 | 0 | -2.1 | -7 | -44 | -1 | 0
24 | CCOC(=O)c1snc2c(=O)[nH]cnc12 | -2 | 2 | 0.5 | 5 | . | 0.6 | -9 | 3 | -3 | 2
25 | O=S1(=O)CC(O)C(NCCO)C1 (stereo unspecified) | -6 | 4 | -3.8 | -12 | -2 | -0.6 | 5 | 18 | -3 | 1
26 | Cc1cc(C)nc(Nc2ccc(N3CCCC3)cc2)n1 | -7 | 2 | -0.3 | -5 | -2 | 0.3 | 18 | 6 | -2 | 6
27 | O=C1C2CCCN2C(c2ccc(F)cc2)N1c1cccc(Cl)c1 (stereo unspecified) | 4 | 12 | -1.2 | -16 | . | -0.4 | 8 | 4 | 4 | -5
28 | O=[N+]([O-])c1ccc(OCCCOc2cccc3cccnc23)cc1 | 0 | 1 | 1.8 | -3 | 0 | 0.0 | -1 | -20 | 7 | -3
29 | N=c1nc(SCCC(=O)O)ss1 | 0 | -5 | 2.4 | -14 | -1 | 0.4 | -1 | 14 | 2 | -1
30 | O=C1CC(Nc2ccccc2)C(=O)N1CCc1ccccc1 (stereo unspecified) | -3 | -4 | 0.4 | -8 | -6 | . | -1 | 11 | 5 | -7
31 | CCOC(=O)c1ccc2[nH]c3c(c2c1)CCCC3 | 0 | -6 | 15 | 2 | -1 | -0.2 | 1 | -26 | -8 | -3
32 | CCOCCCNC(=O)c1ccc(NC(C)=O)cc1 | -4 | -12 | -0.5 | 7 | -3 | . | 0 | 16 | -2 | 3
33 | CCN1CCN(CCC(=O)Nc2ccc(F)c(F)c2)CC1 | 5 | 1 | -1.4 | -8 | -4 | -0.8 | -2 | -6 | -8 | 1
34 | CN1CC(=O)NC1=NC(=O)C12CC3CC(CC(C3)C1)C2 | -2 | 0 | 0.1 | -49 | -6 | 0.0 | 3 | 23 | 0 | -1
35 | C=CCN(CC=C)C(=O)CN1C(=O)NC(c2ccccc2)(c2ccccc2)C1=O | -6 | 1 | 1.3 | -16 | 1 | -5.5 | -3 | 14 | -9 | -1
36 | Cc1cccc(N=C2NC(=O)c3cc([N+](=O)[O-])ccc32)c1 | 0 | -5 | -0.6 | -3 | -5 | 0.9 | -5 | -14 | 4 | -1
37 | Cc1nc2ccc(Cl)cc2c(-c2ccccc2F)c1CC(=O)O | 3 | 2 | 1.0 | 9 | -2 | -0.9 | 3 | 14 | 5 | 1
38 | C[C@H](CO)N1C[C@H](C)[C@@H](CN(C)Cc2ccncc2)Oc2c(cccc2N(C)C)C1=O | 5 | 4 | -0.7 | -4 | -1 | -0.1 | 3 | -4 | -6 | 1
39 | COCCCn1c(SCC(=O)NC2CCCC2)nnc1-c1ccco1 | -4 | -3 | 0.8 | -7 | -7 | 0.3 | -8 | 15 | -2 | -4
40 | Cc1ccc(-n2nnc3c(=O)n(CC(=O)NCC4CCCO4)cnc32)cc1 (stereo unspecified) | 0 | -4 | 0.1 | 1 | 3 | . | -6 | 6 | -3 | -2

Sorted by length of the SMILES (low to high): some entries from above.
item | Molecule | Keap1-Nrf2 PPI | PKA-R2B act | LANA DNA inh | Cardiac RTF inh | CAL PDZ FP-1 | CAL PDZ FP-2 | Rtt109 Vps75 | SR-BI uptake up | RTF Ca sens act | DAGLB inh
32 | CCOCCCNC(=O)c1ccc(NC(C)=O)cc1 | -4 | -12 | -0.5 | 7 | -3 | . | 0 | 16 | -2 | 3
30 | O=C1CC(Nc2ccccc2)C(=O)N1CCc1ccccc1 (stereo unspecified) | -3 | -4 | 0.4 | -8 | -6 | . | -1 | 11 | 5 | -7
39 | COCCCn1c(SCC(=O)NC2CCCC2)nnc1-c1ccco1 | -4 | -3 | 0.8 | -7 | -7 | 0.3 | -8 | 15 | -2 | -4
37 | Cc1nc2ccc(Cl)cc2c(-c2ccccc2F)c1CC(=O)O | 3 | 2 | 1.0 | 9 | -2 | -0.9 | 3 | 14 | 5 | 1
34 | CN1CC(=O)NC1=NC(=O)C12CC3CC(CC(C3)C1)C2 | -2 | 0 | 0.1 | -49 | -6 | 0.0 | 3 | 23 | 0 | -1
36 | Cc1cccc(N=C2NC(=O)c3cc([N+](=O)[O-])ccc32)c1 | 0 | -5 | -0.6 | -3 | -5 | 0.9 | -5 | -14 | 4 | -1
40 | Cc1ccc(-n2nnc3c(=O)n(CC(=O)NCC4CCCO4)cnc32)cc1 (stereo unspecified) | 0 | -4 | 0.1 | 1 | 3 | . | -6 | 6 | -3 | -2
38 | C[C@H](CO)N1C[C@H](C)[C@@H](CN(C)Cc2ccncc2)Oc2c(cccc2N(C)C)C1=O | 5 | 4 | -0.7 | -4 | -1 | -0.1 | 3 | -4 | -6 | 1

The list continues.
item | Molecule | Keap1-Nrf2 PPI | PKA-R2B act | LANA DNA inh | Cardiac RTF inh | CAL PDZ FP-1 | CAL PDZ FP-2 | Rtt109 Vps75 | SR-BI uptake up | RTF Ca sens act | DAGLB inh
41 | COc1ccc(N(CC(O)Cn2cnc3ccccc32)S(=O)(=O)c2ccc(C)cc2)cc1 (stereo unspecified) | -4 | -8 | -1.9 | -1 | 1 | -2.4 | 0 | ? | 8 | 1
42 | O=C(NC(=S)Nc1ccc(N2CCCC2)cc1)c1ccccc1[N+](=O)[O-] | -1 | -5 | -1.0 | 10 | -4 | 1.7 | -5 | -21 | 3 | 4
43 | CCN(CC)CCSc1nnc2c3ccccc3n(Cc3ccccc3)c2n1 | 1 | 2 | -1.8 | 6 | -2 | -4.4 | 9 | . | -3 | 1
44 | Cc1ccc(C(=O)CCC(=O)Nc2cccc(C)c2)cc1 | -2 | -9 | -2.5 | 5 | 2 | 0.3 | -6 | 4 | 10 | -5
45 | COc1cc(/C=C2/C(=O)N(c3ccc(Br)cc3)N=C2C)cc(OC)c1OC | -1 | -17 | -0.4 | 3 | -3 | 0.4 | -4 | -6 | -5 | 8
46 | CC1CCCCC1NC(=O)c1ccco1 (stereo unspecified) | -2 | -3 | 0.4 | -1 | 0 | 1.2 | 2 | -2 | -6 | -1
47 | CC(C)(C)S(=O)(=O)/C(C#N)=N/Nc1ccc(S(N)(=O)=O)cc1 | 8 | -7 | 1.1 | -12 | -3 | -1.4 | . | -5 | -7 | 1
